mABHD4 FP – inhibits mouse alpha/beta hydrolase domain 4; Q8VD66; purified mABHD4, FP-Rh probe fluorescence polarization; inhibition, % at 8.92 µM; 370,000 compounds, 0.54% hits; AID 720543;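 active = inhibition exceeding the mean over every tested compound plus 3 SD, cut at about 30% in these data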;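 note: 0% = plate median of compound wells and 100% = S159A mutant with DMSO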
Target sequence (Q8VD66 whole entry, looked up, the tested form may be a part): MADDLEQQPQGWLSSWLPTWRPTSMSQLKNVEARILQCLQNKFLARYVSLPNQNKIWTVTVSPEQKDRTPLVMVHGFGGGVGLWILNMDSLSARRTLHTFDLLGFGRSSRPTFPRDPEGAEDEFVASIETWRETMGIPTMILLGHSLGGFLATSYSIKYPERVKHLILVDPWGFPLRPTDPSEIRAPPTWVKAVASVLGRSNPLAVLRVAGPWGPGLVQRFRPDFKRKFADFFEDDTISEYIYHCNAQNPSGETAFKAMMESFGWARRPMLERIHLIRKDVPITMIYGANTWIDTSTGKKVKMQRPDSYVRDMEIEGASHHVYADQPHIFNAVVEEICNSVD
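Test system: mABHD4 protein; Read-out basis: % inhibition; Incubation: 45 min + 60 min at 25 °C; Repeats: single replicate; Technique: fluorescence polarization with parallel and perpendicular emission, 525/598 nm; Compound: 8.92 µM, single dose; Benchmarks: full inhibition S159A mutant plus DMSO, zero as sample-well median.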
NPR1 activator – GC-A (human) enzyme activation; HEK293 GC-A cells, cGMP TR-FRET, EC30 ANP; 0% at EC30 ANP, 100% saturating ANP; activation, % at 10 µM; 370,000 compounds, 0.14% hits; AID 1671463; in the data active = activation above about 40%
PG9 Ab binder – PG9 antibody binding by small molecule; AID 624416; 360,000 compounds, 0.43% hits; TR-FRET gp120-PG9 antibody binding; inhibition, % at 6.7 µM; in the data active = inhibition above about 8.5%
GC-B act – GC-B (human) receptor activation; P20594; HEK293-GC-B cells, CNP EC30, cGMP TR-FRET; 0% at EC30 CNP, 100% saturating CNP; activation, % at 10 µM; 370,000 compounds, 0.11% hits; AID 1920062;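 active = activation at 10 µM reaching about 35% in either raw or pattern-adjusted values, limit read from the data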
SMARCA2 activ – increases SMARCA2 function in MMTV reporter cells; MG213 cells, MMTV-luciferase reporter, dexamethasone, overnight; activation, % at 9.1 µM; 370,000 compounds, 1% hits; AID 652017; in the data active = activation above about 7.8%;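 note: 0% = vehicle wells and 100% = reference activator wells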
rCAG RNA binder – molecules binding r(CAG) RNA repeats. inhibition, % at 3 µM. r(CAG) RNA repeat, TO-PRO-1 dye displacement fluorescence. 370,000 compounds, 1.3% hits. AID 651821;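 active = inhibition above the plate cutoff, the mean of all test compounds on that plate plus 3 SD, cut at about 35% in these data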;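 note: 0% = DMSO alone and 100% = 100 µM mitoxantrone as full dye displacement; higher means more dye released from RNA so lower well fluorescence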
Rev-erbA mod – modulates human Rev-erb alpha binding to DNA. 370,000 compounds, 0.79% hits. Rev-erbα–FITC-DNA binding, fluorescence polarization, 90 min. activity, % at 10 µM. P20393;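 active = activity above about 14%, limit read from the data; passing the limit was not always enough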;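 note: 0% = DMSO wells with 35 nM protein and 100% = DMSO wells with 750 nM protein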
HTRA1 inhibitor – inhibitors of human serine peptidase HTRA1. Q92743. 340,000 compounds, 0.5% hits. inhibition, % at 5.96 µM. recombinant HTRA1, FP-rhodamine activity-based probe, fluorescence polarization. AID 504803; in the data active = inhibition above about 36%;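 note: 0% = enzyme with DMSO and 100% = wells lacking enzyme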
Target sequence (Q92743 whole entry, looked up): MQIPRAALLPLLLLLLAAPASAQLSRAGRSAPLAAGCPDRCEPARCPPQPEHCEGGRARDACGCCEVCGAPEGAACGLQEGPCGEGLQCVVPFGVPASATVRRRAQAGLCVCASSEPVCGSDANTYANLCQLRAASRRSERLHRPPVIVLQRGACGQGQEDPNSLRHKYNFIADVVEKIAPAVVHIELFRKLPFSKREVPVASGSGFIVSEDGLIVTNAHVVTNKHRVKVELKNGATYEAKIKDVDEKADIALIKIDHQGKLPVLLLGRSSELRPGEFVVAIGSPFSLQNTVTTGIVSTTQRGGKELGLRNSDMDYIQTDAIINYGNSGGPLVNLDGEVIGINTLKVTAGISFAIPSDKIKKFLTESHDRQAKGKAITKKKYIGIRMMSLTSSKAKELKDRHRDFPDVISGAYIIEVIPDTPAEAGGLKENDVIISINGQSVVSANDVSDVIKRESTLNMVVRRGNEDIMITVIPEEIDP
ARFGAP1 inh – rat ARFGAP1 inhibition; Arfgap1-stimulated ARF1 GTP hydrolysis, GDP FP detection; 360,000 compounds, 0.26% hits; inhibition, % at 16.5 µM;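 active = inhibition above a per-plate limit, mean inhibition of low control wells plus 3 SD, cut at about 25% in these data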;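 note: 0% = DMSO wells with enzyme and 100% = wells lacking Arfgap1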
Target sequence (Q62848 1-136 limits assumed): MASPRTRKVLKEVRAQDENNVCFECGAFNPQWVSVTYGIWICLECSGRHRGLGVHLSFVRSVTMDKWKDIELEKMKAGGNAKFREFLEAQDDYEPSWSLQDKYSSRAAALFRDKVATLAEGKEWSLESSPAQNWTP
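Repeats: one replicate per compound; assay system: rat Arfgap1 catalytic domain, aa 1-136; times: enzyme reaction 120 min at 25 °C after 20 min preincubation; detection: FP of antibody-bound GDP Alexa 633 tracer, ex 620/em 688 nm; benchmarks: high control wells lacking Arfgap1, low control full reaction with DMSO; reagent: human ARF1(Δ1-17)-GTP substrate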
ASAP1 inh – ASAP1 ArfGAP inhibition; inhibition, % at 16.5 µM; 360,000 compounds, 0.19% hits; ASAP1-stimulated ARF1 GTP hydrolysis, GDP FP detection; in the data active = inhibition above about 25%;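 note: 0% = vehicle with enzyme and substrate and 100% = no enzyme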
* hit, by the source's call; nt = not tested or not shown.

SMILES	mABHD4 FP	NPR1 activator	PG9 Ab binder	GC-B act	SMARCA2 activ	rCAG RNA binder	Rev-erbA mod	HTRA1 inhibitor	ARFGAP1 inh	ASAP1 inh
Cc1ccc2c(CSc3nncn3C)cc(=O)oc2c1C	-1	2	-3.3	1	-6	2	1	-1	-12	2
COc1ccc2c(c1)oc(=O)c1ccccc12	7	-6	1.1	-16	3	7	2	1	-6	-11
CCn1c(=NC(=O)CSCC(=O)Nc2nccs2)sc2ccccc21	4	1	1.1	-2	3	2	0	-7	8	-6
Cc1cc(=O)oc2cc(NC(=O)c3cccc(Br)c3)ccc12	-2	-3	0.9	-5	0	-3	4	6	6	0
O=C(NC12CC3CC(CC(C3)C1)C2)N1CC2Cc3cccc(=O)n3C(C2)C1 (configuration not stated)	-1	9	-0.4	-2	0	0	10	3	-5	-5
CCCCn1c(SCC(=O)c2ccc3c(c2)OCCO3)nnc1-c1ccoc1C	2	-4	0.1	1	-4	-7	-1	-17	0	3
Cc1ccccc1C(=O)N1CCN(c2ccc(NC(=O)c3ccc4c(c3)OCO4)cc2)CC1	1	1	-1.1	6	-2	-3	0	-2	-15	6
Cc1ccc(C)n1-c1nn(S(=O)(=O)c2cccc(C(F)(F)F)c2)c2cccc(F)c12	9	-5	1.5	1	-2	-2	4	nt	-4	2
CN(Cc1ccon1)C(=O)CC1C(=O)NCCN1Cc1cccc(Oc2ccccc2)c1 (configuration not stated)	2	-2	-1.2	5	3	-6	5	0	-3	-1
CCOc1ccc(CC(=O)NCCc2cnc[nH]2)cc1	-7	1	-0.5	8	-2	-2	-4	-1	9	1
C=CC[C@@H](CC(=O)NCCO)C(=O)N[C@@H](COC(=O)[C@@H](CC=C)Cc1ccc(F)cc1)Cc1ccccc1	-4	-3	-0.7	3	1	-11	7	-1	-8	-14
C[C@@H](NC(=O)C(=O)c1c[nH]c2ccccc12)c1ccccc1	-4	-1	-1.3	-9	3	-1	0	-15	5	-2
O=C(N/N=C/c1cccn1-c1ccc(O)cc1)c1cccc2ccccc12	-3	-4	1.0	-2	-1	8	-1	-9	7	9
O=C(NCc1ccccc1F)C1CCC(=O)N(Cc2ccc(Cl)cc2)C1 (configuration not stated)	-2	-1	-0.3	2	-2	-5	-5	-4	0	1
COc1cc(C2NC(=O)NC(C)=C2C(=O)OCC2CCCCC2)ccc1O (configuration not stated)	1	-11	-2.9	-4	3	-5	8	8	-3	9
O=C(c1ccco1)N1CCC(c2nc3c(nnn3Cc3c(Cl)cccc3Cl)c(=O)[nH]2)CC1	2	3	0.7	4	0	1	-1	-3	-6	14
Cc1ccc(S(=O)(=O)N2CCCC2CNC(=O)C(=O)NCc2ccc3c(c2)OCO3)cc1 (configuration not stated)	-3	2	-2.7	9	2	9	-1	-4	9	-4
COc1ccc(NC(=O)C2=C(C)Nc3nc(CCCO)nn3C2c2ccc(OC)c(OC)c2)cc1 (configuration not stated)	0	-1	-3.4	2	0	2	-3	-1	10	-6
Cc1ccc2nc(-c3ccc(F)cc3)c(Cc3cccc(F)c3)n2c1	-11	22	0.6	32	8.6*	2	-1	nt	4	-1
O=C(N/C=C/n1cnc2cc(C(F)(F)F)ccc21)c1ccc(F)cc1	-7	-3	1.3	-4	-3	1	-6	-9	6	2
C[C@H]1CN([C@@H](C)CO)C(=O)c2cccc(NC(=O)c3nc4ccccc4s3)c2O[C@H]1CN(C)C(=O)Nc1ccc(F)cc1	-20	-3	-1.8	-6	0	7	0	-33	3	8
COc1cccc(C(NC(C)=O)c2nc(-c3cccc(C(C)C)c3)cs2)c1 (configuration not stated)	-12	-2	-1.1	2	-2	3	2	nt	2	5
Cc1ccc(CN2CCN(Cc3cccc(OCCO)c3)CC2CCO)o1 (configuration not stated)	-3	0	-1.8	0	-2	2	0	-12	-5	0
CSc1nc(O)c(C(c2ccc(C)cc2)c2c(O)nc(SC)[nH]c2=O)c(=O)[nH]1	5	2	-0.4	2	-1	0	-7	3	-4	-6
Cc1cccc(S(=O)(=O)NC(=O)C2(C)CCN2C(=O)c2ccc(C3CCCCC3)cc2)c1 (configuration not stated)	-1	-2	-0.3	6	1	20	-6	nt	3	-6
COc1ccc(-c2nnc(SCC(=O)c3ccc4c(c3)OCCO4)o2)cc1	-1	2	1.2	-1	-1	-1	40*	nt	4	-1
Cc1cccc(C)c1NC(=O)NC1(C(=O)N2CCCC2)CCCCC1	3	0	1.1	-4	3	-1	4	1	1	5
O=C(Nc1ccc(Cl)cn1)C1CCCN1S(=O)(=O)c1cccc2ccccc12 (configuration not stated)	-8	-5	-0.7	0	2	1	4	-30	3	-3
CCCC(=O)Nc1ccc(C(=O)NCc2ccccn2)cc1	1	-4	-0.4	2	-1	-2	-2	3	-4	-12
CCCCN(C=O)c1c(CC)nc2c(OCCn3cccc3)cccn12	5	2	-0.1	11	0	5	-2	nt	-1	-5

Among those listed so far, two contain two or more sulfur atoms.
SMILES	mABHD4 FP	NPR1 activator	PG9 Ab binder	GC-B act	SMARCA2 activ	rCAG RNA binder	Rev-erbA mod	HTRA1 inhibitor	ARFGAP1 inh	ASAP1 inh
CCn1c(=NC(=O)CSCC(=O)Nc2nccs2)sc2ccccc21	4	1	1.1	-2	3	2	0	-7	8	-6
CSc1nc(O)c(C(c2ccc(C)cc2)c2c(O)nc(SC)[nH]c2=O)c(=O)[nH]1	5	2	-0.4	2	-1	0	-7	3	-4	-6

(further entries)
SMILES	mABHD4 FP	NPR1 activator	PG9 Ab binder	GC-B act	SMARCA2 activ	rCAG RNA binder	Rev-erbA mod	HTRA1 inhibitor	ARFGAP1 inh	ASAP1 inh
O=C(COC(=O)Cc1cccc(C(F)(F)F)c1)Nc1ccccc1	0	3	2.6	5	1	-1	-3	-4	-7	-12
CN(Cc1ccccc1)c1cc2c(c3c1ccn3C)C1CCC2C1 (configuration not stated)	-6	7	-0.3	-10	-1	3	0	nt	9	-1
CCCc1ccc(OC(=O)c2cccs2)cc1	7	0	1.0	0	-1	-3	0	-2	1	-2
CCOc1ccc(Cl)cc1-c1cc(C(=O)NCC2CCCCC2)[nH]n1	-24	21	0.4	8	-2	3	6	nt	7	10
O=C(c1cccc([N+](=O)[O-])c1)N1CCCC(C(=O)N2CCc3ccccc3C2)C1 (configuration not stated)	-2	4	-1.0	-2	-1	-6	-2	6	-3	-14
O=C(c1ccc([N+](=O)[O-])o1)N1CCOCC1	-2	-2	0.5	-3	-3	-2	2	0	-1	5
CC(=O)CSc1nc(-c2ccccc2)c(-c2ccccc2)o1	-8	-10	-1.6	-3	2	-1	10	-9	16	15
O=C(CN(C(=O)CNC(=O)c1cccs1)c1ccccc1F)NC1CCCCC1	-1	-2	-1.9	5	-2	-6	2	-2	-8	2
CC(C)(c1ccccc1)c1ccc(OCC2CO2)cc1 (configuration not stated)	-6	-2	-0.1	3	-2	-6	7	-9	1	-5
Cc1cc(OCC(=O)NC2CC(C)(C)NC(C)(C)C2)c(C)cc1Br	5	-2	-1.6	-3	-4	6	12	2	7	-4
C=CCN1C(c2ccc(OCC)cc2)=CS/C1=C(\C#N)c1nnc2n1CCCCC2	4	1	-1.7	1	-2	-5	4	-1	4	-9
Cc1cc(N2C(=O)C(O)=C(C(=O)c3cc4ccccc4o3)C2c2cccc(Br)c2)no1 (configuration not stated)	-17	24	38*	-7	-3	69*	4	-42	8	-2
C[C@]12CS(=O)(=O)C[C@H]1SC(=S)N2c1ccccc1	7	2	-1.7	9	0	-3	2	7	7	-10
COC(CSc1ncnc2c1oc1nc3c(cc12)COC(C)(C)C3)OC	-5	-1	-0.8	6	3	-5	-5	11	9	3
O=C(c1ccco1)N1CCN(C(=O)C2CCN(S(=O)(=O)c3cccc4nsnc34)CC2)CC1	-1	-1	-1.0	6	-2	3	4	5	-2	4
Cc1ccc(-c2nn3c(C)nnc3s2)cc1NC(=O)COc1ccc(Cl)cc1	1	-1	0.0	2	0	-1	11	-4	11	0
O=C(CSc1ncn(-c2ccccc2)n1)Nc1ccc2c(c1)OCCO2	3	-4	-1.2	4	-2	0	-1	-2	-2	-6
COc1ccc(/C=N/NC2=NS(=O)(=O)c3ccccc32)cc1OC	4	2	-2.6	0	1	6	-2	5	-10	-7
Cc1cnc(NC(=O)Cn2cnc3c2c(=O)n(C)c(=O)n3C)s1	-3	-2	0.1	3	-1	-1	-9	2	4	12
COc1cccc(N(CC(=O)NCc2ccco2)C(=O)CCC(=O)Nc2nccs2)c1	-3	-1	-1.0	-4	-4	-2	-7	-5	3	-7
COc1cc([N+](=O)[O-])ccc1NC(=O)COC(=O)CCS(=O)(=O)c1ccc(C)cc1	3	1	-1.8	-2	-1	4	-5	-4	4	-12
O=S(=O)(c1cc(F)ccc1F)N1CCN(c2ncnc3ccccc23)CC1	2	-4	-0.2	1	-5	3	7	7	-11	-10
CSc1nccc(-c2sc(SC)c(C#N)c2-c2ccccc2)n1	6	0	2.4	7	-3	0	5	-4	-10	1
CC(C)C(C(=O)Nc1ccc2c(c1)OCCOCCOCCOCCO2)N1C(=O)c2ccccc2C1=O (configuration not stated)	6	-1	-0.4	9	0	-5	-6	2	14	-3
Cc1ccccc1CC(=O)c1ccc(O)c(C)c1O	-27	-1	2.2	-9	-1	3	0	-13	-2	15
Cc1noc2ncnc(Oc3ccccc3)c12	4	7	-0.5	0	0	-3	3	-4	9	-5
N#C/C(=C\Nc1ccccc1O)c1nc2ccccc2o1	18	12	0.3	9	-1	24	-7	-13	-18	7
CN(C)/C=C(\C(=O)c1ccccc1)c1nnnn1-c1ccc(F)cc1	-3	-2	1.1	2	-1	-1	-5	0	7	8
CC(=O)c1cccc(NC(=O)Nc2cnn(Cc3ccc(F)cc3)c2)c1	1	-7	-0.4	-1	-2	2	1	nt	11	20
O=C(CCNC(=O)c1ccccc1Cl)Nc1ccncc1	-13	-3	1.9	-5	-2	-6	-6	6	-7	-3
O=C(CNc1cccc2ccccc12)N/N=C/c1ccccn1	39*	2	-2.7	6	-4	7	6	nt	-7	-4
CC/C(C)=N/NS(=O)(=O)c1ccc(C)c([N+](=O)[O-])c1	5	1	-1.4	-2	-3	4	-6	1	-3	2
Cc1cc(C)cc(N(CC(=O)NC2CCCCC2)C(=O)CCCC(=O)Nc2ccccn2)c1	1	-5	2.0	-5	1	-2	-1	-2	-11	11
Cc1oc(-c2cccs2)nc1CN1CCC(c2ccccc2)CC1	2	-1	-1.4	1	0	-4	2	-1	6	-3
c1ccc(CCc2nn3c(Cn4cnc5ccccc54)nnc3s2)cc1	-7	nt	-1.4	nt	-1	3	nt	0	3	-2
COc1ccc(OC)c(NC(=O)CSc2ncnc3sc(C)cc23)c1	28	0	-4.7	3	1	72*	-2	23	-7	7
O=C(O)[C@H]1CCCC[C@H]1C(=O)NCCc1ccccc1	-2	2	0.5	-1	-2	-3	5	1	-3	1

Part of the list above in order of molar mass, low to high:
SMILES	mABHD4 FP	NPR1 activator	PG9 Ab binder	GC-B act	SMARCA2 activ	rCAG RNA binder	Rev-erbA mod	HTRA1 inhibitor	ARFGAP1 inh	ASAP1 inh
CC/C(C)=N/NS(=O)(=O)c1ccc(C)c([N+](=O)[O-])c1	5	1	-1.4	-2	-3	4	-6	1	-3	2
O=C(CNc1cccc2ccccc12)N/N=C/c1ccccn1	39*	2	-2.7	6	-4	7	6	nt	-7	-4
Cc1oc(-c2cccs2)nc1CN1CCC(c2ccccc2)CC1	2	-1	-1.4	1	0	-4	2	-1	6	-3

Bioassay records from PubChem BioAssay.
